# Assay outcomes as filed in PubChem BioAssay.
# KKLEB tox: cytotoxicity in KKLEB CF airway cells, primary screen, cytotoxicity control for CF NF-kB inhibitor project, cell-based, uHTS, fluorescence assay plates; AID 602141, 2011; activity change (cytotoxicity), % at 5 µM; KKLEB CF airway cells viability, ATPlite luminescence, overnight; stronger effect = lower value; cells stimulated with P. aeruginosa culture filtrate; 0.36% of 360,000 active;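 active means corrected activity change at or below -50% at 5 µM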
# HIF-2a block: HIF-2a reporter inhibitors, primary screen, luminescence, 786-0 RCC cells; 786-0 RCC cells HIF-2a reporter, luciferase luminescence, overnight; 0.72% of 360,000 active; inhibition, % at 18.8 µM;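 active means inhibition of the luminescence signal of 40% or more relative to plate controls, in a single-dose primary screen at 18.75 µM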
# iPSC survival up: enhancers of single-cell hiPSC survival, primary screen, ATPlite luminescence | 100% = ROCK inhibitor wells, 0% = DMSO | AID 602274, 2012 | survival enhancement, % at 20 µM | 0.044% of 360,000 active; in the data active means survival enhancement above about 18%;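 further: cells exposed to compounds for 16 hours before the ATP read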
# CF NFkB block: inhibitors of PAF-induced NF-kB signaling, primary screen, cell-based, GFP fluorescence, uHTS. KKLEB NF-kB-GFP reporter, GFP fluorescence overnight. inhibition, % at 5 µM. 0.86% of 360,000 active. AID 588850, 2011;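 active means at least 50% inhibition at 5 µM, scaled per plate between neutral and stimulator controls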;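 further: PAF is a Pseudomonas aeruginosa culture filtrate used as stimulus; plate controls were PAF-stimulated DMSO wells for no effect and unstimulated DMSO wells for full effect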
# NR2E3 ag-1: inhibitors of NR2E3-RetCOR corepressor binding, primary screen, NR2E3 agonist project, biochemical, TR-FRET, GST-NR2E3, biotin-RetCOR. 1536-well. inhibition of corepressor binding, % at 4.78 µM. Photoreceptor-specific nuclear receptor (Homo sapiens), Q9Y5X4. 0.12% of 320,000 active. AID 2300, 2010;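 active means percent inhibition above the cutoff of mean plus 3 SD of all tested compounds, set per screening campaign, cut at about 20% in these data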;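 further: 0% = DMSO wells and 100% = biotin wells as full block of FRET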
# Target sequence (Q9Y5X4 whole entry, looked up): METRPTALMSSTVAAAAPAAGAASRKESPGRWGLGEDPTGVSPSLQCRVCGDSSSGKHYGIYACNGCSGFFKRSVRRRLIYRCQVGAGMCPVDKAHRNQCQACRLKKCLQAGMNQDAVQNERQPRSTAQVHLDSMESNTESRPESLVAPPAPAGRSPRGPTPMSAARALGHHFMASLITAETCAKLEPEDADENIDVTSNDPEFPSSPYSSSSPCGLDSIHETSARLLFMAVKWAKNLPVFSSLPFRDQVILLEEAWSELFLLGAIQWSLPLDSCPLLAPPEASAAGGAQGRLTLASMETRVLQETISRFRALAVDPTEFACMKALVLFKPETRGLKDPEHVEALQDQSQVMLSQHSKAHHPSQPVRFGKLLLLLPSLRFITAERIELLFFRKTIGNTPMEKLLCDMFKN
#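 Material: NR2E3–RetCOR corepressor complex | Quantity: 1.35 nM GST-tagged NR2E3 final | Schedule: 5 h at 4 °C | Replication: Singlicate compound wells | Reagent: RetCOR corepressor, biotinylated, 7 nM | Controls: Biotin wells as high control, 0.6% DMSO wells as low control | Signal: TR-FRET, Eu(K)-anti-GST donor, streptavidin-D2 acceptor, ex 340, em 617/671 nm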
# Peg3 prom inh: Peg3 promoter-driven luciferase inhibitors, primary screen, cell-based, HeLa, luciferase luminescence. HeLa PEG-Prom luciferase reporter, overnight. inhibition, % at 20 µM. 1.7% of 360,000 active;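 active means inhibition of at least 50% at 20 µM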
# TRPM1 prom inh: inhibitors of MITF-dependent TRPM1 promoter reporter, primary screen, cell-based, SK-MEL-5, single point, luciferase. inhibition, % at 12.5 µM. AID 488899, 2010. 0.83% of 330,000 active. SK-MEL-5 TRPM1 promoter luciferase, 24 h;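 active means mean inhibition across replicates of 60% or more, whatever share of single replicates reaches that level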; further: values of inactives mirror those of a sister screen read the other way
# aDG glyco up: activators of alpha-DG glycosylation, primary screen, uHTS, Pro5-aDG cells, AlphaScreen; 0.22% of 360,000 active; activation, % at 10 µM; alpha-DG glycosylation AlphaScreen (IIH6); 0% Pro5, 100% B10-LARGE cell signal;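 active means activation of at least 8% versus controls, or a plate z-score of at least 8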;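 further: Pro5 are CHO cells carrying HIG-tagged alpha-DG that lacks glycosylation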
# TWEAK Fn14 block: inhibitors of TWEAK-Fn14 signaling, primary screen, luciferase reporter cells, uHTS; inhibition, % at 10 µM; 2% of 360,000 active; TWEAK-stimulated Fn14 reporter cells, luciferase luminescence, 8 h; in the data active means inhibition above about 50%
# Shn3 3UTR inh: reduction of Shn3 3'UTR firefly luciferase signal, primary screen, Schnurri-3 inhibitor project, cell-based, Clone20 osteoblasts, set 2; inhibition, % at 12.5 µM; 0.52% of 360,000 active; Clone20 osteoblast Shn3 3'UTR firefly luciferase, 24 h;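 active means mean inhibition of at least 75% with every replicate also reaching 75%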;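 further: 0% = median of neutral control wells and 100% = pilot-screen positive control compound; some compounds past the cut are filed as inactive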
# NR2E3 ag-2: NR2E3 agonists in two-hybrid cells, primary screen, cell-based, luminescence, CHO-S, Gal4-NCOR/VP16-NR2E3; Photoreceptor-specific nuclear receptor (Homo sapiens), Q9Y5X4; luciferase; inhibition of corepressor binding, % at 3.98 µM; 0.35% of 360,000 active; AID 602229, 2012;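 active means inhibition above the mean of all tested compounds plus 3 SD, cut at about 70% in these data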;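 further: 0% = DMSO with NR2E3 transfected cells and 100% = cells lacking NR2E3 construct; higher means lower luciferase signal from less NR2E3 corepressor binding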
# Active calls of the source: *; x = not tested or not shown. These rows are one share of the data; rates above refer to the full screens.
SMILES,KKLEB tox,HIF-2a block,iPSC survival up,CF NFkB block,NR2E3 ag-1,Peg3 prom inh,TRPM1 prom inh,aDG glyco up,TWEAK Fn14 block,Shn3 3UTR inh,NR2E3 ag-2
Cc1ccccc1CN1CCN(c2ccc(Cl)cc2)CC1,-20,-2,2.5,-16,2,9,-14,-0.1,6,5,-20
COc1cccc(CN2CCN(Cc3cccc(F)c3)CC2)c1,0,15,-0.5,-1,0,5,7,0.0,10,3,9
CC12CCC(O)CC1CCC1C2CCC2(C)C(C(=O)CC(O)C(F)(F)F)CCC12 (configuration not stated),4,5,-0.5,10,x,-19,-3,1.5,-91,-15,8
Cc1cc(OCC(=O)NCc2cccnc2)c2c3c(c(=O)oc2c1)CCCC3,-6,13,-0.5,-18,0,8,19,0.6,9,16,-12
CC(C)[N+](C)(CCC(C(N)=O)(c1ccccc1)c1ccccc1)C(C)C,9,10,-0.5,10,2,9,3,-0.1,1,8,-28
CCN(CC)C(=O)c1ccc(NC(=O)c2ccc(-c3nn(C)c(=O)c4ccccc34)cc2)cc1,-14,3,-2.6,24,1,1,-3,0.6,5,4,9
CCOC(=O)c1c(C)n(C(C)C)c2ccc(OC)cc12,-21,16,0.3,13,5,18,-2,0.3,-2,x,12
CCN(CC)c1ccc(/C=C/[N+](=O)[O-])cc1,-14,-3,-0.2,-11,-1,7,16,-0.1,-6,16,13
c1ccc(CCN2CCC(N3CCN(c4ccccc4)CC3)CC2)cc1,-8,-16,-0.1,-3,4,12,0,-0.1,-4,7,9
CNC(=O)Oc1ccc(N(C)C)cc1C(C)C,8,11,0.0,-8,0,6,-15,0.0,1,3,11
N#Cc1ccccc1Cn1cc(C(=O)c2ccco2)c2ccccc21,-8,2,2.7,9,4,16,5,1.1,-1,10,8
COC(=O)C1=C(c2ccc(F)cc2OCc2ccccc2)C[C@@H]2CC[C@H]1N2C(=O)NCc1ccco1,4,2,0.4,-8,0,8,20,0.4,8,-22,-10
CC1=CC(C)CC(C)OC(=O)CC(c2ccc(O)cc2)NC(=O)C(Cc2c(Br)[nH]c3ccccc23)N(C)C(=O)C(C)NC(=O)C(C)C1 (configuration not stated),-81*,24,-4.4,91*,x,76*,81*,0.0,4,67,64
CNC(=S)N1CCN(CCN=Cc2c(O)n(-c3ccc(C)cc3)c(=S)[nH]c2=O)CC1,11,1,0.1,-15,-1,-4,-4,0.0,11,12,-16
CC(C)CCOP(N)(=O)Oc1ccccc1Cl (configuration not stated),11,-11,3.3,-10,4,1,-15,0.3,-3,0,-31
Clc1cccc(C2NCCc3[nH]cnc32)c1 (configuration not stated),10,18,1.5,-18,-5,17,3,0.0,-10,-10,-7
CCOc1cc(CNCCc2c[nH]c3ccccc23)cc(Cl)c1OCC,0,21,3.7,0,-4,95*,3,0.4,0,-12,14
CCC[C@H](N[C@@H](CCC)[C@H](O)c1ccccc1)[C@H](O)c1ccccc1,-4,-2,0.4,8,0,21,7,0.3,5,8,-4
CN1CCC2(CC1)NC(=O)C1=C(CN(C)CC1)N2,2,-1,-3.7,6,2,7,-5,-0.9,11,5,8
COC(=O)C1=C(c2ccc(OCc3ccccc3)cc2)C[C@@H]2CC[C@H]1N2C(=O)NCc1ccc([N+](=O)[O-])cc1,-17,-3,-4.5,23,x,18,14,1.5,46,15,-17
CCN1C(=O)C(=Cc2cc(C)n(C3CC3)c2C)C(=O)N(CC)C1=S,-3,-2,-1.2,19,-1,-7,-2,0.4,-1,-22,-3
COC(=O)C1=C(c2ccc(S(C)(=O)=O)cc2)C[C@@H]2CC[C@H]1N2C(=O)NCCCOC(C)C,22,13,-0.8,-16,1,-7,-4,-0.3,6,7,14
Fc1ccc2c(c1)nnn2C1CCN(Cc2nnnn2CCc2ccccc2)CC1,-25,13,4.0,2,2,24,-4,0.0,1,8,-12
O=C(Nc1cccc(OC(=O)N2CCCCC2)c1)N1CCOCC1,-6,15,-0.5,-10,-1,1,7,0.9,-2,-21,10
CCCCNS(=O)(=O)c1ccc(OCC(=O)N2CCN(Cc3ccc4c(c3)OCO4)CC2)cc1,-7,2,-0.4,18,0,-5,9,1.7,29,69,20
COc1ccc2c(c1OC)C(=O)OC2c1c(O)n(C2CCCCC2)c(=O)[nH]c1=O (configuration not stated),3,3,3.0,1,3,13,3,0.6,-6,-18,-3
Cc1ccc(NC(=O)c2cc(-c3ccccc3)n(CCCN3CCOCC3)c2C)cc1,-17,16,-0.6,1,3,11,x,-0.1,-14,6,-29
COCCN1C(=O)NC(=O)/C(=C\c2ccc(F)cc2)C1=O,-9,12,-0.7,7,1,11,-1,0.1,0,3,-7
CCn1nc(/C=C/c2ccccc2)nc2c(=O)n(C)c(=O)nc1-2,-22,-20,-0.8,76*,x,94*,104*,-0.5,106*,98*,35
O=C1C2C3CCC(O3)C2C(=O)N1c1cccc(F)c1 (configuration not stated),4,14,-0.4,6,2,2,x,-0.1,-5,11,-4

# Rewritten with values under each structure: part of the list above.
# Second line of a record – KKLEB tox, HIF-2a block, iPSC survival up, CF NFkB block, NR2E3 ag-1, Peg3 prom inh, TRPM1 prom inh, aDG glyco up, TWEAK Fn14 block, Shn3 3UTR inh, NR2E3 ag-2
COc1cccc(CN2CCN(Cc3cccc(F)c3)CC2)c1
    0, 15, -0.5, -1, 0, 5, 7, 0.0, 10, 3, 9
CC12CCC(O)CC1CCC1C2CCC2(C)C(C(=O)CC(O)C(F)(F)F)CCC12 (configuration not stated)
    4, 5, -0.5, 10, x, -19, -3, 1.5, -91, -15, 8
Cc1cc(OCC(=O)NCc2cccnc2)c2c3c(c(=O)oc2c1)CCCC3
    -6, 13, -0.5, -18, 0, 8, 19, 0.6, 9, 16, -12

# More structures
SMILES,KKLEB tox,HIF-2a block,iPSC survival up,CF NFkB block,NR2E3 ag-1,Peg3 prom inh,TRPM1 prom inh,aDG glyco up,TWEAK Fn14 block,Shn3 3UTR inh,NR2E3 ag-2
O=[As](O)(O)c1ccc(N=Nc2ccc(O)cc2)cc1,0,8,-0.7,5,x,-11,-9,0.2,18,9,-37
CN(C)c1nc(OCCNC(=O)COc2ccc(Cl)cc2Cl)nc(N2CCCCC2)n1,3,8,-0.3,5,-4,25,5,0.2,-36,8,-25
CC(C)(C)N(NC(=O)c1ccccc1)C(=O)c1ccccc1,-6,6,-0.9,12,3,1,-13,-0.2,-18,-19,3
O=C1/C(=C\c2ccc([N+](=O)[O-])cc2)N2CCC1CC2,-3,-20,5.3,-4,-2,-14,-5,0.1,6,-12,-22
CC(=O)N1N=C2C3CCN(CC3)C2C1c1ccc(F)cc1 (configuration not stated),2,20,-0.5,1,-7,9,3,0.0,37,-3,-20
Cc1ccccc1CCNCc1cc2cccc(C)c2[nH]c1=O,5,24,0.0,8,6,-3,13,0.4,0,17,24
O=C(N/N=C/c1c(O)n(-c2ccccc2)c(=O)[nH]c1=O)c1ccncc1,-14,17,0.1,-3,-3,-54,8,-0.5,5,-3,-14
COc1cc2c3cc1Oc1cc(ccc1O)C[C@@H]1c4c(cc(OC)c(O)c4Oc4cccc(c4)C[C@@H]3N(C)CC2)CC[N+]1(C)C,7,0,-1.4,9,1,5,5,1.0,-4,8,-2
CC(=O)Nc1ccc(N=Cc2c(O)n(Cc3ccco3)c(=O)[nH]c2=O)cc1,-4,11,-0.4,0,-1,3,6,0.0,-30,19,1
CC1(C)CC(n2[nH]c(=O)c3c2NC(=O)CSC3c2ccccc2)CCO1 (configuration not stated),5,12,-1.1,-4,5,4,6,-0.2,6,-10,-27
O=C1CCCN1c1ccc(S(=O)(=O)O)cc1 (tested in a mixture with another compound),-8,13,-1.4,13,1,7,2,-0.2,-10,-16,0
Cc1ccc(Cn2nc(C(=O)Nc3ccc(Br)cc3)cc2C)cc1,2,-272,-0.1,-10,-1,-310,-36,1.8,13,14,17
Cc1c2cnn(CC(=O)N3CCC4(CC3)OCCO4)c(=O)c2c(C)n1Cc1ccc(F)cc1,1,9,1.9,10,-1,0,8,-0.2,14,13,8
O=C(O)c1ccccc1N=Nc1c(O)[nH]c(=O)[nH]c1=O,-3,15,-0.9,4,-3,1,12,0.0,15,3,-16
NC(N)=N/N=C/c1ccc(N2CCOCC2)cc1,-13,4,3.0,21,2,25,-11,0.2,-8,8,-10
Cc1ccc(S(=O)(=O)N2CCCC(C(=O)N3CCC4(CC3)OCCO4)C2)cc1 (configuration not stated),12,-13,0.4,-4,4,-14,-20,0.2,-2,4,-2
COc1cc(C(CN)CC(=O)O)ccc1O (configuration not stated),17,15,-0.1,0,-1,-7,16,0.2,13,-7,-17
C1=C(c2c[nH]c3ccccc23)CCN(Cc2ccccc2)C1,9,-12,-3.0,-3,2,-29,2,0.4,27,34,-19

# 3 entries from above, with each value named:
> Cc1ccc(S(=O)(=O)N2CCCC(C(=O)N3CCC4(CC3)OCCO4)C2)cc1 (configuration not stated)
  KKLEB tox: 12 | HIF-2a block: -13 | iPSC survival up: 0.4 | CF NFkB block: -4 | NR2E3 ag-1: 4 | Peg3 prom inh: -14 | TRPM1 prom inh: -20 | aDG glyco up: 0.2 | TWEAK Fn14 block: -2 | Shn3 3UTR inh: 4 | NR2E3 ag-2: -2

> COc1cc(C(CN)CC(=O)O)ccc1O (configuration not stated)
  KKLEB tox: 17 | HIF-2a block: 15 | iPSC survival up: -0.1 | CF NFkB block: 0 | NR2E3 ag-1: -1 | Peg3 prom inh: -7 | TRPM1 prom inh: 16 | aDG glyco up: 0.2 | TWEAK Fn14 block: 13 | Shn3 3UTR inh: -7 | NR2E3 ag-2: -17

> C1=C(c2c[nH]c3ccccc23)CCN(Cc2ccccc2)C1
  KKLEB tox: 9 | HIF-2a block: -12 | iPSC survival up: -3.0 | CF NFkB block: -3 | NR2E3 ag-1: 2 | Peg3 prom inh: -29 | TRPM1 prom inh: 2 | aDG glyco up: 0.4 | TWEAK Fn14 block: 27 | Shn3 3UTR inh: 34 | NR2E3 ag-2: -19

# An excerpt from above with just TRPM1 prom inh:
Molecule,TRPM1 prom inh
COC(=O)C1=C(c2ccc(S(C)(=O)=O)cc2)C[C@@H]2CC[C@H]1N2C(=O)NCCCOC(C)C,-4
Fc1ccc2c(c1)nnn2C1CCN(Cc2nnnn2CCc2ccccc2)CC1,-4
